Compound activity deposited in PubChem by Broad Institute.
C diff HTS: blocks growth of Clostridium difficile; AID 1259249; growth activity, negative = inhibition, % at 16 µg/mL (by protocol); 86,000 compounds, 0.25% hits; Clostridium difficile clinical isolate growth, OD600, 24 h; stronger effect = lower value;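 active = mean growth activity at or below -80% and every replicate also at or below -80%; inconclusive = mean at or below -80% but some replicate above -80%; inactive = mean growth activity above -80%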;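 also: 0% = DMSO wells and -100% = levofloxacin 16 µg/mL wells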
Pf Dd2 inh: P. falciparum Dd2 growth inhibition. SYBR Green, 72 h; stronger effect = lower value. activity change, % at 10 µM. 94,000 compounds, 2.3% hits; in the data active = activity change below about -80%; inconclusive = no clear call, values can overlap the other calls
Tcruzi prolif: blocks T. cruzi growth in NIH3T3 culture. inhibition, % at 8.34 µM. T. cruzi beta-gal in NIH3T3, GalScreen luminescence, 90 h. 77,000 compounds, 5.9% hits. AID 624255;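 active = mean inhibition above about 93%, with at least 55% of replicates each passing it, limit read from the data, passing the limit was not always enough; inconclusive = only one of those two conditions holds; inactive = neither condition holds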
KDM4C inh: KDM4C (human) demethylase inhibition | inhibition, % at 12.5 µM | AID 720574 | GST-KDM4C 2-372, H3K9me3 peptide, LANCE TR-FRET | 96,000 compounds, 0.15% hits;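 active = mean replicate inhibition above about 25%, with at least 55% of replicates also reaching it, limit read from the data, passing the limit was not always enough; inconclusive = only one of those two conditions met; inactive = neither condition met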
Target sequence (Q9H3R0 2-372 limits assumed): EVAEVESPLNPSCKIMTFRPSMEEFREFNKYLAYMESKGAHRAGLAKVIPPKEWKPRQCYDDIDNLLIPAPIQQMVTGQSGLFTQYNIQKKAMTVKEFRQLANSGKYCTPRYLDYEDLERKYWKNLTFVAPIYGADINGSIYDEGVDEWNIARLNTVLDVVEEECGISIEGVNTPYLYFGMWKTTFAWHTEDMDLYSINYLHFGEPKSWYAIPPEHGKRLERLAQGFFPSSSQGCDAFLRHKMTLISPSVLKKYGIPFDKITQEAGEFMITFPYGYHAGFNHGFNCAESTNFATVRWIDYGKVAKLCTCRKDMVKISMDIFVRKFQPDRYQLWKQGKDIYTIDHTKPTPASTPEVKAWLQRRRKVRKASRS
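Material: GST-tagged GASC-1 (JMJD2C) catalytic fragment, aa 2-372. Input: enzyme final amount 10 nM. Medium: HEPES buffer, pH 7.5, plus ascorbate. Reagent: H3K9me3 peptide substrate, Fe(II), 2-oxoglutarate. Doses: single dose. Times: reaction 30 min RT, detection step 1 h RT. Measured by: LANCE TR-FRET. Evaluation: Fall in 671/618 emission ratio as inhibition.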
The depositor's hits bear a star; ? = inconclusive; . = no result given; & = joins results of further samples.

structure | C diff HTS | Pf Dd2 inh | Tcruzi prolif | KDM4C inh
C[C@H](CO)N1C[C@H](C)[C@@H](CN(C)Cc2ccncc2)Oc2c(NC(=O)c3cnccn3)cccc2C1=O | 5 | -4 | 18 | -0.1
Cc1cc(C(=O)Nc2cccc3c2O[C@H](CN(C)Cc2ccc(Cl)c(Cl)c2)[C@@H](C)CN([C@@H](C)CO)C3=O)n(C)n1 | 14 | -65 | 33 | -0.9
C[C@@H]1CN([C@H](C)CO)S(=O)(=O)c2ccc(-c3cccc(F)c3)cc2O[C@H]1CN(C)C(=O)C1CC1 | -1 | -1 | . | -0.6
O=C(Nc1cccc(F)c1)N1CCCCN2[C@@H](CO)[C@@H](c3ccc(-c4ccccc4F)cc3)[C@@H]2C1 | -98* | -50 | 70 | -1.0
O=C(c1ccc(F)cc1)N1CC(=O)N2[C@H](C1)[C@H](c1ccc(C#CC3CCCCC3)cc1)[C@@H]2CO | -1 | 2 | . | -0.4
Cc1noc(C)c1NC(=O)N(C)C[C@@H]1OCCCC[C@@H](C)Oc2ccc(NS(=O)(=O)c3ccc(Cl)cc3)cc2C(=O)N([C@@H](C)CO)C[C@H]1C | -2 | 8 | -37 | -0.3
COc1ccccc1S(=O)(=O)N[C@@H]1CC[C@H](CCn2cc(C3CCCCC3)nn2)O[C@@H]1CO | . | 12 | 7 | 1.3
C[C@H](CO)N1C[C@H](C)[C@H](CN(C)C(=O)CCC(F)(F)F)OCCCC[C@H](C)Oc2ccc(NC(=O)CCC(F)(F)F)cc2C1=O | 5 | 29 | . | -1.0
CCC(=O)N1[C@@H](CO)[C@@H](c2ccccc2)C12CN(C(=O)c1ccncc1)C2 | 5 | -26 | . | 1.6
C[C@H](CO)N1C[C@H](C)[C@H](CN(C)C(=O)NC2CCCCC2)Oc2ccc(NC(=O)Nc3ccc(C(F)(F)F)cc3)cc2C1=O | -1 | 8 | . | 0.7
COc1cccc(S(=O)(=O)N2C[C@H](O)COC[C@@H]3O[C@H](CC(=O)N4CCN(C)CC4)CC[C@H]32)c1 | . | 4 | -44 | 1.2
CN(C)CC#Cc1ccc([C@H]2[C@@H](CO)N3C(=O)CN(C(=O)c4cccnc4)C[C@H]23)cc1 | -4 | 14 | . | 3.9
CC(=O)N(CC1CCC1)C[C@H]1N[C@H](CO)[C@@H]1c1ccc(C2=CCCC2)cc1 | -6 | -21 | 58 | -0.1
COc1ccccc1NC(=O)N[C@@H]1C=C[C@H](CC(=O)N2CCC(Cc3ccccc3)CC2)O[C@H]1CO | . | -10 | -20 | -0.3
CCNC(=O)Nc1ccc2c(c1)C(=O)N(C)[C@H]1CC[C@H](CC(=O)NCC3CCCCC3)O[C@@H]1CO2 | -2 | -19 | 26 | 2.7

Reprinted at random: 3 records from the list, in no set order.
structure | C diff HTS | Pf Dd2 inh | Tcruzi prolif | KDM4C inh
CCC(=O)N1[C@@H](CO)[C@@H](c2ccccc2)C12CN(C(=O)c1ccncc1)C2 | 5 | -26 | . | 1.6
C[C@H](CO)N1C[C@H](C)[C@@H](CN(C)Cc2ccncc2)Oc2c(NC(=O)c3cnccn3)cccc2C1=O | 5 | -4 | 18 | -0.1
CC(=O)N(CC1CCC1)C[C@H]1N[C@H](CO)[C@@H]1c1ccc(C2=CCCC2)cc1 | -6 | -21 | 58 | -0.1

Further records follow.
structure | C diff HTS | Pf Dd2 inh | Tcruzi prolif | KDM4C inh
CCC(=O)N1C[C@@H](C)[C@H](OC)CN(C)C(=O)c2ccc(NC(=O)c3ccc(F)cc3)cc2OC[C@@H]1C | -5 | -3 | -22 | 0.0
O=C(Nc1ccc2c(c1)[C@@H]1C[C@@H](CC(=O)N3CCc4ccccc4C3)O[C@@H](CO)[C@@H]1O2)C1CCC1 | 0 | -24 | 37 | 5.8
CC(=O)N1CCCCN2[C@H](CO)[C@@H](c3ccc(-c4ccc(F)cc4)cc3)[C@H]2C1 | -14 | 22 | -8 | 0.4
CCC(=O)N(C)C[C@@H]1Oc2ncc(C3=CCCC3)cc2C(=O)N([C@@H](C)CO)C[C@@H]1C | 3 | 30 | 6 | -0.2
Fc1cccc(-c2ccc(C3[C@@H]4CN(Cc5ccccc5F)C[C@H]3N4)cc2)c1 (some centres undefined) | -101* | -33&-35 | . | -0.1&-2.4
CCCC#Cc1ccc2c(c1)O[C@@H](CN(C)C(=O)CC1CC1)[C@@H](C)CN([C@H](C)CO)S2(=O)=O | -4 | -49 | 73 | -0.6
CC(=O)N1CCCCN2[C@H](CO)[C@H](c3ccc(-c4cccc(C)c4)cc3)[C@@H]2C1 | -11 | -24 | 78 | -1.1
O=C(C[C@H]1C[C@@H]2c3cc(NS(=O)(=O)c4ccc(F)cc4)ccc3O[C@@H]2[C@@H](CO)O1)NCCN1CCCCC1 | -5 | -10 | 18 | -2.2
COCC#Cc1ccc2c(c1)O[C@@H](CN(C)Cc1cncnc1)[C@@H](C)CN([C@H](C)CO)S2(=O)=O | -1 | 3 | 24 | 0.3
O=C(Nc1ccccc1)Nc1ccc2c(c1)[C@@H]1C[C@H](CC(=O)N3CCOCC3)O[C@H](CO)[C@@H]1O2 | 9 | 4 | 20 | -2.8
COCC(=O)N1C[C@@H](C)[C@H](OC)CN(C)C(=O)c2ccc(NC(=O)c3cc(C)on3)cc2OC[C@@H]1C | . | 16 | 20 | 0.9
Cc1ccc(S(=O)(=O)N(C)C[C@H]2Oc3c(NS(=O)(=O)c4cccs4)cccc3C(=O)N([C@H](C)CO)C[C@H]2C)cc1 | -21 | -17 | 15 | 0.6
C[C@@H]1CN([C@H](C)CO)C(=O)Cc2cc(NC(=O)NC3CCCCC3)ccc2O[C@H]1CN(C)Cc1ccc(Oc2ccccc2)cc1 | 13 | -7 | 94 | -0.2
CO[C@@H]1CN(C)C(=O)c2ccc(NC(C)=O)cc2OC[C@H](C)N(Cc2ccncc2)C[C@@H]1C | 0 | -22 | 15 | 2.4
COc1ccc(C#Cc2cnc3c(c2)C(=O)N([C@@H](C)CO)C[C@H](C)[C@H](CN(C)C(=O)CN(C)C)O3)cc1 | -7 | 4 | 28 | -1.4

Other entries
Each structure is followed by: C diff HTS	Pf Dd2 inh	Tcruzi prolif	KDM4C inh
> Cc1noc(C)c1NC(=O)N(C)C[C@H]1OCCCC[C@H](C)Oc2ccc(NS(=O)(=O)c3ccccc3)cc2C(=O)N([C@@H](C)CO)C[C@@H]1C
 : -2	-1	-20	-0.4
> CNC(=O)C[C@@H]1CC[C@@H]2[C@H](COc3ccc(NC(=O)Nc4cccc(Cl)c4)cc3C(=O)N2C)O1
 : -4	-19	21	1.0
> Cc1cccc(-c2ccc([C@H]3[C@@H](CO)N4CCCCN(CCC(F)(F)F)C[C@@H]34)cc2)c1
 : 23	-36	?	1.1
> O=C(C1CCC1)N1[C@H](CO)[C@@H](c2ccccc2)C12CN(CCC(F)(F)F)C2
 : -4	-36	.	1.7
> CCCNC(=O)N1[C@@H](C#N)[C@@H](c2ccc(C#Cc3cccc(F)c3)cc2)[C@@H]1CO
 : -15	-66	100*	0.8
> O=C(C[C@H]1CC[C@H](NC(=O)Nc2cc(F)ccc2F)[C@H](CO)O1)NCc1ccccn1
 : .	21	25	-0.1
> C[C@H]1CN([C@@H](C)CO)S(=O)(=O)c2ccc(-c3cccc(F)c3)cc2O[C@@H]1CN(C)C(=O)Nc1cc(F)ccc1F
 : 10	-27	112*	7.1
> CN1c2ccc(-c3cccc(C#N)c3)cc2[C@@H]2[C@@H](CCN2S(=O)(=O)c2ccccc2F)[C@H]1CO
 : 5	-57	46	-0.3
> CNC(=O)C[C@@H]1CC[C@H]2[C@H](COc3ccc(NC(=O)C4CCCCC4)cc3C(=O)N2C)O1
 : 2	8	7	-3.5
> C[C@H](CO)N1C[C@H](C)[C@@H](CN(C)CC2CC2)Oc2ccc(NS(=O)(=O)c3cn(C)cn3)cc2C1=O
 : -2	-8	36	0.1
> CC(C)NC(=O)N(C)C[C@H]1Oc2ncc(C#Cc3ccncc3)cc2C(=O)N([C@H](C)CO)C[C@H]1C
 : 4	17	-36	4.1
> C[C@@H]1CN([C@@H](C)CO)C(=O)c2cc(C3=CCCCC3)cnc2O[C@@H]1CN(C)C(=O)c1ccc2c(c1)OCO2
 : 7	-4	21	0.1
> Cc1ccc(S(=O)(=O)N(C)C[C@H]2OCCCC[C@H](C)Oc3ccc(NC(=O)CCC(F)(F)F)cc3C(=O)N([C@@H](C)CO)C[C@@H]2C)cc1
 : .	-66	.	-1.2
> C[C@H](CO)N1C[C@H](C)[C@@H](CN(C)C(=O)Nc2ccccc2)OCCCC[C@H](C)Oc2ccc(NC(=O)CCCN(C)C)cc2C1=O
 : 2	-13	8	2.3
> C[C@H](CO)N1C[C@H](C)[C@@H](CN(C)C(=O)Nc2ccc(F)cc2)Oc2c(NC(=O)Nc3ccc(C(F)(F)F)cc3)cccc2C1=O
 : 35	-16	58	-0.2
> CC(C)CC#Cc1cnc2c(c1)C(=O)N([C@H](C)CO)C[C@@H](C)[C@H](CN(C)Cc1ccccc1F)O2
 : -13	-46	?	1.2
> CCCC#Cc1ccc([C@@H]2[C@H](C#N)N(C(=O)C3CC3)[C@H]2CO)cc1
 : 18	-30	98*	-0.7
> COc1cccc(NC(=O)N(C)C[C@H]2Oc3cc(C#Cc4ccccc4)ccc3S(=O)(=O)N([C@H](C)CO)C[C@H]2C)c1
 : 12	-74	85*	.
> CCS(=O)(=O)N1CC2(CN(Cc3ccccc3)[C@H](CO)c3c2c2ccc(OC)cc2n3C)C1
 : 11	-7	.	-0.8
> COCC(=O)N1[C@H](CO)[C@H]2c3ccccc3N(C(=O)c3cccnc3)C[C@H]21
 : 1	2	16	4.6
> C[C@H]1CN([C@@H](C)CO)C(=O)Cc2cc(NC(=O)CCC(F)(F)F)ccc2O[C@@H]1CN(C)Cc1ccncc1
 : 0	-3	-8	0.4
> CCCN(C)C[C@H]1Oc2cc(-c3cccc(F)c3)ccc2S(=O)(=O)N([C@H](C)CO)C[C@H]1C
 : 5	-67	.	5.1
> CN1C(=O)c2cc(NC(=O)C3CCOCC3)ccc2OC[C@@H]2O[C@@H](CC(=O)O)CC[C@@H]21
 : -6	2	-3	1.7
> O=C(C[C@@H]1CC[C@@H](NC(=O)Nc2ccc(C(F)(F)F)cc2)[C@H](CO)O1)NCCN1CCCC1
 : .	6	-33	-2.1
> C[C@H]1CN([C@@H](C)CO)C(=O)c2cccc(NC(=O)c3ccncc3)c2O[C@@H]1CN(C)C(=O)Nc1ccc(F)cc1
 : 1	27	40	-1.7
> CC(C)CC#Cc1cnc2c(c1)C(=O)N([C@H](C)CO)C[C@H](C)[C@@H](CN(C)C(=O)CN1CCOCC1)O2
 : 1	-2	-7	0.8
> O=C(C[C@H]1CC[C@H](NS(=O)(=O)c2ccc(F)cc2)[C@@H](CO)O1)N1CCN(c2ccccc2)CC1
 : 5	23	30	5.4
> C/C=C/c1ccc2c(c1)O[C@@H](CN(C)CC1CC1)[C@@H](C)CN([C@@H](C)CO)S2(=O)=O
 : 1	-36	37	2.5
> COc1ccc2c3c([nH]c2c1)[C@H](CO)N(S(C)(=O)=O)CC31CCN(Cc2cccc(F)c2)CC1
 : -3	-70	.	-0.2
> O=C(NC1CCCC1)[C@@H]1[C@@H](CO)[C@@H]2Cn3c(ccc(-c4ccccc4F)c3=O)[C@H]1N2C(=O)CC1CC1
 : -7	.	-68	-1.1

Next part
Each structure is followed by: C diff HTS	Pf Dd2 inh	Tcruzi prolif	KDM4C inh
> O=C(C1CCCC1)N1CCCCN2[C@@H](CO)[C@H](c3ccc(-c4cccc(F)c4)cc3)[C@@H]2C1
 : 41	0	111*	.
> C[C@@H]1CN([C@H](C)CO)C(=O)c2cccc(N(C)C)c2O[C@H]1CN(C)C(=O)Nc1ccc2c(c1)OCO2
 : 5	0	80	17
> COc1ccc2c3c([nH]c2c1)[C@@H](CO)N(C(=O)CN(C)C)CC31CCN(CC2CCCC2)CC1
 : 0	-68	.	0.7
> COc1cccc(CNC(=O)C[C@H]2CC[C@H](NC(=O)C3CCC3)[C@@H](CO)O2)c1
 : -3	-1	14	-2.1
> C[C@@H]1CCCCO[C@@H](CN(C)Cc2ccc(C(=O)O)cc2)[C@@H](C)CN([C@@H](C)CO)C(=O)c2cc(NC(=O)Nc3cccc4ccccc34)ccc2O1
 : 6	-19	29	0.8
> CO[C@@H]1CC[C@@H]2CCOc3ccc(C#N)cc3C(=O)N(C)[C@@H](C)C(=O)N(C)C[C@H]1O2
 : 0	.	12	-0.7
> C[C@@H]1CCCCO[C@@H](CN(C)S(=O)(=O)c2cn(C)cn2)[C@H](C)CN([C@@H](C)CO)C(=O)c2cc(NS(=O)(=O)c3cccs3)ccc2O1
 : 0	19	17	0.4
> C[C@H]1CCCCO[C@H](CN(C)S(=O)(=O)c2ccc(Cl)cc2)[C@@H](C)CN([C@@H](C)CO)C(=O)c2cc(NC(=O)Nc3cccc4ccccc34)ccc2O1
 : 4	-74	80	-1.2
> CCC(=O)Nc1ccc2c(c1)C(=O)N(C)C[C@@H](OC)[C@H](C)CN(C(=O)Cc1cccnc1)[C@@H](C)CO2
 : .	52	-12	-0.8
